Source: PubChem BioAssay
NRP1-CendR mod – modulators of CendR peptide binding to NRP-1, primary screen, biochemical, fluorescence polarization, uHTS. FAM-RPARPAR peptide binding to NRP-1. inhibition, % at 25 µM. Neuropilin-1 (Homo sapiens), O14786. 360,000 tested, 0.85% active;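 active = inhibition or corrected inhibition above about 18%, plus a signal ratio from 0.5 to 1.5, limit read from the data, passing the limit was not always enough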; note: strong numbers were not always called active
Scp-1 inhibitor – Scp-1 phosphatase inhibitors, primary screen, biochemical, colorimetric, uHTS; inhibition, % at 20 µM; 340,000 tested, 0.88% active; AID 493091, 2011; Carboxy-terminal domain RNA polymerase II polypeptide A small phosphatase 1 (Homo …; Recombinant Scp1, phosphopeptide, malachite green phosphate absorbance;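 active = inhibition above about 50% at 20 µM, limit read from the data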;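 note: plate controls were DMSO wells with enzyme for no effect and wells lacking enzyme for full effect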
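Incubation: 45 min enzyme reaction at room temperature / System: truncated SCP-1 phosphatase (76-261aa) / Reagent: Phospho 17-mer peptide substrate / Buffer or medium: Acidic Tris acetate buffer with magnesium and detergent / Signal: absorbance at 630 nm / Doses: one concentration, 20 µM, with 1.0% DMSO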
MsrA act – bovine MsrA enzyme activators, primary screen, biochemical, absorbance, HTS; Methionine sulfoxide reductase A (Bos taurus); purified bovine MsrA, absorbance read-out; activation, % at 10.6 µM; 360,000 tested, 0.3% active; AID 602163, 2012; in the data active = activation above about 7.5%;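 note: 0% = vehicle and 100% = reference activator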
eLon inh – inhibitors of E. coli Lon protease, primary screen, biochemical, fluorescence polarization; purified E. coli Lon protease; inhibition, % at 7.94 µM; 360,000 tested, 0.42% active; in the data active = inhibition above about 13%, passing the limit was not always enough;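 note: 0% = enzyme with probe and DMSO and 100% = no enzyme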
SUMO1 PPI mod – modulators of SUMO1 protein-protein interactions, primary screen, biochemical, uHTS | Small ubiquitin-related modifier 1 (Homo sapiens), P63165 | SUMO1 binding to a labelled peptide, TR-FRET, 1 h | inhibition, % at 20 µM | 360,000 tested, 0.33% active; in the data active = inhibition above about 37%
TbMetRS inhib – T. brucei MetRS inhibitors, primary screen, biochemical, luminescence | AID 624268, 2012 | 360,000 tested, 0.4% active | inhibition, % at 11.9 µM | purified T. brucei MetRS, ATP depletion, Kinase-Glo luminescence;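 active = inhibition above a per-plate cutoff of the control wells' mean inhibition plus 3 SD, cut at about 5.5% in these data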;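 note: 0% = DMSO wells median and 100% = median of wells with control inhibitor compound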
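technique = Kinase-Glo luminescence, ATP depletion format | system = purified MetRS (methionyl-tRNA synthetase) enzyme from Trypanosoma brucei | timing = 15 min preincubation, 2 h reaction, all 25 °C | evaluation = percent inhibition versus plate control medians | dosing = single dose, 11.9 µM final nominal, 0.9% final DMSO | also added = substrates ATP, L-methionine and bulk Escherichia coli tRNA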
DNMT1 block – human DNMT1 methyltransferase inhibitors, primary screen, biochemical, molecular beacon, fluorescence, HinP1I cleavage, uHTS; DNA (cytosine-5)-methyltransferase 1 (Homo sapiens), P26358; inhibition (reported as % activation of signal), % at 10 µM; 360,000 tested, 0.83% active; in the data active = inhibition above about 50%
Target sequence (P26358 504-1616 limits assumed): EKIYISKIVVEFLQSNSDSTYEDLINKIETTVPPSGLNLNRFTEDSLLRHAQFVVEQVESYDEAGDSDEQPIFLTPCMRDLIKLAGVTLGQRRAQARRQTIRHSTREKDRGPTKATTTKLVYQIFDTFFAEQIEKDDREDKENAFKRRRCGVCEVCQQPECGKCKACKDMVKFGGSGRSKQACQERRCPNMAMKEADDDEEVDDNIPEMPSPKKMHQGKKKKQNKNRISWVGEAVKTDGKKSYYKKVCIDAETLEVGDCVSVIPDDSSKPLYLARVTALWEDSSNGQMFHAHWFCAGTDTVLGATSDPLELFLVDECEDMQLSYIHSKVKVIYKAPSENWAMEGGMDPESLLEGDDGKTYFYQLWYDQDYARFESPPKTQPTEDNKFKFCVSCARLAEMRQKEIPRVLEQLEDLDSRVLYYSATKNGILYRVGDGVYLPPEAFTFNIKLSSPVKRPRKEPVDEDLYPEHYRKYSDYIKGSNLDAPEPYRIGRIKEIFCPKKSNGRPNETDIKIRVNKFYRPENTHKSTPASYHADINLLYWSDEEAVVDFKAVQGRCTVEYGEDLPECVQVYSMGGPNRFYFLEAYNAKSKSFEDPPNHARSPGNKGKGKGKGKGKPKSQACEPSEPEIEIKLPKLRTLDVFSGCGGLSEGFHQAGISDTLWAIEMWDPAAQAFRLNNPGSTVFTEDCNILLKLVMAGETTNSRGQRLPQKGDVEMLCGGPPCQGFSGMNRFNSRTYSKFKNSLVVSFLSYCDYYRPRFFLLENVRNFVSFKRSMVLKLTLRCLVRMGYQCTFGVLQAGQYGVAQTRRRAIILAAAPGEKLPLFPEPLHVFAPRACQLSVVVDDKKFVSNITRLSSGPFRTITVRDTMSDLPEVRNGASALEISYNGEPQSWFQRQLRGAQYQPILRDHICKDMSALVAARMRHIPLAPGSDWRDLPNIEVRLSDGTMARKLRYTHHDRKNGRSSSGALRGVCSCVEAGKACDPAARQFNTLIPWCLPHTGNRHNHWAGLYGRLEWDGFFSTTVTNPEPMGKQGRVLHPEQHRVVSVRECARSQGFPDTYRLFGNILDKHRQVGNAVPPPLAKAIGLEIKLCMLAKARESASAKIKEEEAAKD
MsrA inhibitor – bovine MsrA enzyme inhibitors, primary screen, biochemical, absorbance, HTS. inhibition, % at 15.5 µM. Methionine sulfoxide reductase A (Bos taurus). purified bovine MsrA, absorbance read-out. 360,000 tested, 0.75% active; in the data active = inhibition above about 4.5%;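 note: 0% = vehicle wells with enzyme and 100% = reference inhibitor wells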
STEP block – STEP phosphatase inhibitors, primary screen, biochemical, fluorescence intensity, uHTS | Tyrosine-protein phosphatase non-receptor type 5 (Homo sapiens), P54829 | recombinant STEP, OMFP fluorogenic substrate | inhibition, % at 20 µM | 360,000 tested, 0.25% active | AID 588621, 2011;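 active = inhibition at 20 µM, scaled per plate between control wells, above about 37%, limit read from the data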;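 note: 0% = DMSO with enzyme and substrate and 100% = substrate only without enzyme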
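medium = Bis-Tris buffer pH 6.0, 2.5 mM DTT, 0.005% Tween 20 | test system = STEP (striatal-enriched tyrosine phosphatase) enzyme, cell-free | measure = normalized % inhibition | compound dosing = 20 µM, 1% DMSO | also added = 25 µM OMFP | schedule = reaction 20 min, ambient temperature | measured by = fluorescence read at 480 nm ex / 540 nm em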
LMPTP block – LMPTP phosphatase inhibitors, primary screen, biochemical, fluorescence intensity, uHTS. Low molecular weight phosphotyrosine protein phosphatase (Homo sapiens), P24666. recombinant LMPTP-A, OMFP fluorogenic substrate. inhibition, % at 20 µM. 360,000 tested, 0.22% active. AID 651560, 2012;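 active = compounds that cut the enzyme signal by at least half of the control window in the single-dose screen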;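 note: plate controls were DMSO wells with enzyme plus substrate for no effect and substrate without enzyme for full effect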
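test system = LMPTP-A | amount = 0.625 nM LMPTP-A final | reagent = fluorogenic phosphatase substrate OMFP at 400 µM final | incubation = 50 min at room temperature | benchmarks = no-enzyme low control, uninhibited high control | medium = Bis-Tris pH 6.0, DTT, detergent | signal = fluorescence intensity of OMFP turnover product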
* hit, by the source's call; x = no result given.

SMILES | NRP1-CendR mod | Scp-1 inhibitor | MsrA act | eLon inh | SUMO1 PPI mod | TbMetRS inhib | DNMT1 block | MsrA inhibitor | STEP block | LMPTP block
CC(C)(C)Nc1nc(OCC(F)(F)F)nc(OCC(F)(F)F)n1 | 6 | -7 | -3 | -1 | 3 | -0.3 | 1 | -0.2 | -1 | 0.4
Cc1nc(SCC2(C)CC2(Cl)Cl)n[nH]1 (stereo not drawn) | 4 | -5 | 2 | -7 | -1 | -1.2 | 1 | 2.3 | 0 | 0.5
CCc1noc(C)c1C(=O)N(CC)CC(=O)Nc1cc(Cl)ccc1C | -2 | -5 | 0 | -8 | -31 | -0.1 | -4 | -0.3 | -2 | -8.3
Cc1nn(CC(=O)NCCCc2ccccc2)c(=O)c2cccn12 | 0 | 6 | -1 | -7 | 4 | 0.9 | 0 | x | -1 | -0.7
Cc1cccc(C(=O)NNC(=O)c2ccccc2O)c1 | -1 | 18 | 1 | -1 | -2 | -0.6 | 1 | 0.9 | 2 | -0.9
COc1cc(CCCN2CCNC[C@H]2Cc2ccc(O)cc2)cc(OC)c1OC | 7 | 2 | -2 | -4 | 5 | -0.1 | 6 | 0.3 | -2 | -3.6
CCOC(=O)c1c(NC(=O)CSc2nnc(Cc3ccccc3)o2)sc(C)c1C | 1 | -3 | -1 | 1 | -3 | 0.1 | -4 | -0.1 | 3 | 5.1
Cn1c(=O)n(C)c2cc(NS(=O)(=O)c3ccc4c(c3)CCCC4)ccc21 | 0 | 7 | -10 | 0 | 2 | -1.0 | -9 | -0.6 | 2 | 0.2
Cc1cc(-c2nc3ncccc3o2)ccc1NC(=O)c1ccc([N+](=O)[O-])o1 | -14 | 2 | -2 | -10 | 6 | -0.3 | -2 | 0.4 | -1 | -1.0
O=C(Nc1ccc(Cl)c(Cl)c1)OCc1cnc(Cl)s1 | 0 | -17 | -15 | 13 | 0 | 3.5 | 1 | -0.4 | 2 | 2.5
COc1ccc(C(N)c2csc(Nc3ccc(C(=O)c4ccccc4)cc3)n2)cc1 (stereo not drawn) | -11 | x | 1 | 1 | -42 | -0.1 | -32 | 1.4 | 3 | 0.7
Cc1ccc(N2CN(S(=O)(=O)c3cccc([N+](=O)[O-])c3)c3nc4ccccc4nc32)cc1 | 7 | 2 | -9 | 8 | -11 | -0.4 | 5 | 0.3 | 0 | -0.5
Cc1ccc(S(=O)(=O)Nc2ccc(O)c3ncccc23)cc1 | 2 | -4 | 1 | -4 | -12 | -0.4 | -2 | -0.2 | 1 | -1.3
CCCCCN(C(=O)CCC(=O)OCc1cc(C)ccc1C)c1c(N)n(CCCC)c(=O)[nH]c1=O | 11 | 3 | -7 | -11 | 1 | -0.3 | -2 | -1.5 | 0 | -4.0
COc1ccc(/C=N/NC(=O)c2ccncc2)c(C(=O)O)c1OC | -2 | 0 | -9 | -2 | 15 | -1.1 | -2 | 2.9 | -2 | -1.2
CCOC(=O)/C=c1\s/c(=C\c2ccc(-c3ccccc3)cc2)c(=O)n1CC(=O)NCc1ccc2c(c1)OCO2 | -25 | -2 | -9 | -4 | -2 | -1.0 | -5 | -0.4 | 5 | 3.1
C=CCNC(=S)NCc1cccnc1 | -4 | 9 | -5 | -7 | 2 | -0.1 | 3 | 1.3 | -4 | -2.9
COC(=O)C1=NNC2(c3ccc(Cl)cc3)C(=O)N(c3ccccc3)C(=O)C12 (stereo not drawn) | 4 | -5 | 0 | 13 | -1 | -0.4 | 10 | -0.4 | 0 | -1.2
COc1ccc(C(=O)Nc2ccc(NC(=O)c3ccco3)c(Cl)c2)cc1OC | 7 | 0 | -3 | 6 | -2 | -0.4 | -2 | 3.7 | 1 | 5.2
COc1ccc(S(=O)(=O)N(CC(=O)NCc2cccnc2)C2CCCCC2)cc1OC | 5 | -4 | -1 | 0 | 0 | -0.5 | 1 | -0.7 | -2 | 0.0

A different layout for part of the listing above.
CCOC(=O)/C=c1\s/c(=C\c2ccc(-c3ccccc3)cc2)c(=O)n1CC(=O)NCc1ccc2c(c1)OCO2
- NRP1-CendR mod: -25
- Scp-1 inhibitor: -2
- MsrA act: -9
- eLon inh: -4
- SUMO1 PPI mod: -2
- TbMetRS inhib: -1.0
- DNMT1 block: -5
- MsrA inhibitor: -0.4
- STEP block: 5
- LMPTP block: 3.1
C=CCNC(=S)NCc1cccnc1
- NRP1-CendR mod: -4
- Scp-1 inhibitor: 9
- MsrA act: -5
- eLon inh: -7
- SUMO1 PPI mod: 2
- TbMetRS inhib: -0.1
- DNMT1 block: 3
- MsrA inhibitor: 1.3
- STEP block: -4
- LMPTP block: -2.9

(list continues)
SMILES | NRP1-CendR mod | Scp-1 inhibitor | MsrA act | eLon inh | SUMO1 PPI mod | TbMetRS inhib | DNMT1 block | MsrA inhibitor | STEP block | LMPTP block
COc1cc(NC(=O)c2ccco2)c(OC)cc1NC(=O)Nc1ccccc1Cl | -9 | -3 | -1 | -5 | -3 | -0.1 | -12 | 0.2 | 0 | -0.9
COc1ccc(NC(=O)N(C)C[C@H]2Oc3ncc(Br)cc3C(=O)N([C@H](C)CO)C[C@@H]2C)cc1 | -3 | x | -3 | -3 | 1 | -0.5 | 5 | 0.4 | 1 | -1.2
COc1ccc(OC)c(C(=O)N(C[C@H]2CC[C@@H]([C@@H]3CC[C@H](CO)O3)O2)C(C(=O)NC(C)(C)C)c2ccc(-c3ccccc3)cc2)c1 (stereo partly drawn) | 0 | 7 | -6 | -1 | -4 | -2.2 | 2 | 1.4 | 1 | -1.7
O=C1N2CCSC2=NC1(Nc1nccs1)C(F)(F)F (stereo not drawn) | 12 | -4 | -8 | -8 | 5 | -0.8 | 0 | 2.6 | 2 | -1.1
O=C(COc1ccccc1O)N1CCN(C(=O)c2ccco2)CC1 | 32* | 20 | -7 | 7 | 0 | -0.8 | 1 | -0.5 | -1 | -1.5
CNC(=O)COC(=O)c1cc(SC)ccc1Cl | -1 | -9 | -4 | 2 | 2 | -0.1 | -1 | -0.1 | 0 | -0.4
CC(C)(C)C(=O)NC(NC(=S)Nc1sc2c(c1C#N)CCCC2)C(Cl)(Cl)Cl (stereo not drawn) | 16 | -8 | 0 | -7 | 2 | -0.5 | -6 | 1.1 | 4 | 1.4
O=C(NCc1ccco1)c1cccc(Nc2nc3ccc(Br)cc3[nH]2)c1 | 2 | 2 | -6 | 3 | -2 | 10* | -14 | -0.1 | 3 | -2.1
O=C1C2C3C=CC(C3)C2C(=O)N1c1cccc(N2C(=O)C3C4C=CC(C4)C3C2=O)n1 (stereo not drawn) | 1 | -4 | -4 | 3 | 1 | -0.3 | 0 | -1.1 | -1 | -1.0
COCC1=C(C(=O)OC)C(c2cccs2)n2ncnc2N1 (stereo not drawn) | 8 | -11 | -4 | 2 | -2 | -0.6 | -1 | -0.2 | 1 | 0.0
Cc1ccc(C(C(=O)NC(C)(C)C)N(C(=O)c2csnn2)c2ccccc2F)o1 (stereo not drawn) | -5 | -5 | -10 | -7 | -2 | -0.9 | 0 | -0.7 | -2 | -1.1
CC#C[C@@H](CC)c1ccc2ccn(C)c2c1 | 6 | 2 | -4 | -1 | 4 | -0.2 | -3 | 0.3 | -2 | 0.1
Cc1cc(C)nc(SCc2ccc([N+](=O)[O-])cc2)n1 | 1 | -2 | -1 | -4 | -23 | -0.3 | -1 | 0.3 | -1 | -0.2
CC(=O)NCCC1CCCCN1Cc1nc(Cc2cccc(C(F)(F)F)c2)no1 (stereo not drawn) | 7 | -4 | -4 | -3 | -2 | -0.5 | -2 | -1.1 | -1 | -0.4
C=CCS(=O)(=O)N1CCCC(N(C)CCc2ccc(OC)c(OC)c2)C1 (stereo not drawn) | 7 | -5 | -1 | -2 | 0 | -0.2 | 2 | -0.7 | -1 | 0.2
O=C(Nc1ccc2c(c1)CCC2)c1cccc(S(=O)(=O)N2CCN(c3ccc(F)cc3)CC2)c1 | 24 | 6 | 2 | 1 | 2 | -0.2 | -14 | 0.1 | 1 | 2.9
Cc1ccc(OCC(=O)O/N=C(\N)c2ccncc2)cc1C | 4 | -2 | -4 | -4 | -2 | 0.3 | -1 | -0.6 | 2 | 0.1
COc1ccc(N2C(=O)CC(n3cnc4ccccc43)C2=O)cc1 (stereo not drawn) | 13 | -11 | -2 | 6 | 2 | -0.6 | -1 | -1.4 | -3 | -1.0
CC(=O)c1cccc(S(=O)(=O)Nc2ccc(N3CCOCC3)cc2)c1 | 16 | 8 | -2 | -4 | -2 | -0.1 | 1 | 0.7 | 2 | 0.3
O=C(COC(=O)c1ccc(NC(=O)C2CC=CCC2C(=O)O)cc1)c1ccccc1 (stereo not drawn) | -12 | 4 | 3 | 2 | 15 | -0.5 | 6 | 0.5 | 0 | 0.0
Cc1cc(C)c(C#N)c(N2CCC(C(N)=O)CC2)n1 | -3 | -8 | -5 | -2 | -5 | -0.8 | 0 | 3.2 | -2 | -1.5
COc1ccc(N/N=C(/Oc2ccc([N+](=O)[O-])cc2)C(C)=O)cc1 | -4 | -6 | -3 | 13 | -18 | 0.2 | -5 | 1.4 | -1 | 0.0
CCCNC(=O)Cc1ncn[nH]1 | -2 | -4 | 0 | -1 | 1 | 0.5 | 7 | -0.3 | -1 | -1.0
Cc1ccc(Oc2c(C=O)c3ccccc3n2C)cc1 | 12 | -10 | 2 | 4 | -2 | 0.3 | 0 | -0.8 | 1 | 0.4
O=S1(=O)N=C(Nc2ccc(O)cc2)c2ccccc21 | -5 | -2 | -11 | 3 | 2 | -0.6 | 7 | 0.7 | -4 | 1.4
Cc1ccc(S(=O)(=O)N[C@H](C(=O)OCC(=O)N2N=C(c3ccc(Cl)cc3)CC2c2ccco2)C(C)C)cc1 (stereo partly drawn) | 0 | -7 | -7 | -27 | 1 | 0.0 | -10 | -0.4 | -4 | 3.8
CNc1ccc([N+](=O)[O-])cc1 | -11 | -6 | -4 | 7 | -28 | 0.1 | 1 | 0.9 | 1 | -0.2
Cc1ccc(NC(=O)C2CCCN2C(=O)OC(C)(C)C)cc1C (stereo not drawn) | -13 | -11 | -3 | -5 | 2 | -0.5 | -2 | 0.3 | -2 | -0.6
